Screening data from PubChem.
SNCA expr inhib: inhibitors of alpha-synuclein (SNCA) gene expression; HEK-293 SNCA-luciferase knock-in, luminescence, 24 h; 0.17% of 140,000 active; AID 1671194; Potency, µM (titrated, usually from 57.2 µM), for the others: top-dose activity change, negative = inhibition, usual class: inhibitors;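 further: potency means the concentration at half of the fitted maximal effect; plate controls were DMSO cells for no effect and cell-free wells for full effect; nearly all actives have a fitted effect of over 45% in size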
HEK293 viab: counter-screen for SNCA expression inhibitors: cell viability; HEK-293-SNCA-luc viability, GF-AFC fluorescence, 24 h; Potency, µM (titrated, usually from 57.1 µM), for the others: at the highest dose activity change, negative = cytotoxicity, hits mostly cytotoxic; 0.12% of 150,000 active; AID 1671193;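 further: potency means the concentration at half of the fitted maximal effect; 0% = DMSO-treated cells and -100% = medium-only wells without cells; nearly all actives have a fitted effect of over 30% in size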
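HEK-293-SNCA-luc cells (1500/well) plated 24 h, then exposed 24 h to a dilution series; GF-AFC added 30 min at 37C, fluorescence 405/540 nm; normalised to medium-only and DMSO wells, Hill fit.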
3T3 cytotox: NIH 3T3 cell cytotoxicity; NIH 3T3 viability, CellTiter-Glo ATP luminescence, 48-72 h; Potency, µM (highest dose often 96.7 µM), without a hit: at the top dose activity change, negative = cytotoxicity, actives largely listed as inhibitors; 4.3% of 94,000 active; AID 1345082; further: potency means the concentration at half of the fitted maximal effect; nearly all actives have a fitted effect of over 55% in size
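First NIH 3T3 cells are plated at 400 cells/well; next compound is pinned in; then plates incubate 48 or 72 hr at 37 °C; finally CellTiter-Glo is added and luminescence read after 10 min.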
IP6K1 inhibitor: IP6K1 kinase inhibition. Q92551. IP6K1 kinase, ADP-Glo luminescence, 2 h; hits give low values. activity change, % (series mostly up to about 58 µM). 0.81% of 140,000 active. AID 1645851; in the data active means activity change below about -25%
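ADP-Glo luminescence measures ADP made by human IP6K1 during a 2 h RT reaction with ATP/IP6 (mix at 1.3 mM/130 uM); top library doses 57.5 and 19.1 uM final.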
HEK293 tox: kills HEK 293 cells. HEK 293 viability, ATP luminescence (CellTiter-Glo), 48-72 h. Potency, µM (series often up to 115 µM), inactives show at the top dose activity change, negative = cytotoxicity, most hits filed as inhibitors. 6.6% of 94,000 active; further: potency means the concentration at half of the fitted maximal effect; nearly all actives have a fitted effect of over 60% in size
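HEK 293 cells seeded at 250 cells/well were exposed to compound for 48 or 72 hr at 37 degree Celsius. Viability taken as ATP content by CellTiter-Glo luminescence.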
FLuc inh: blocks purified firefly luciferase enzyme activity; P08659; purified P. pyralis luciferase, luminescence, biochemical; Potency, µM (highest dose often 115 µM), for the others: at the top dose activity change, negative = inhibition, most hits filed as inhibitors; 2.5% of 76,000 active; AID 1347043; further: potency means the concentration at half of the fitted maximal effect; nearly all actives have a fitted effect of over 65% in size
Target sequence (P08659 whole entry, looked up): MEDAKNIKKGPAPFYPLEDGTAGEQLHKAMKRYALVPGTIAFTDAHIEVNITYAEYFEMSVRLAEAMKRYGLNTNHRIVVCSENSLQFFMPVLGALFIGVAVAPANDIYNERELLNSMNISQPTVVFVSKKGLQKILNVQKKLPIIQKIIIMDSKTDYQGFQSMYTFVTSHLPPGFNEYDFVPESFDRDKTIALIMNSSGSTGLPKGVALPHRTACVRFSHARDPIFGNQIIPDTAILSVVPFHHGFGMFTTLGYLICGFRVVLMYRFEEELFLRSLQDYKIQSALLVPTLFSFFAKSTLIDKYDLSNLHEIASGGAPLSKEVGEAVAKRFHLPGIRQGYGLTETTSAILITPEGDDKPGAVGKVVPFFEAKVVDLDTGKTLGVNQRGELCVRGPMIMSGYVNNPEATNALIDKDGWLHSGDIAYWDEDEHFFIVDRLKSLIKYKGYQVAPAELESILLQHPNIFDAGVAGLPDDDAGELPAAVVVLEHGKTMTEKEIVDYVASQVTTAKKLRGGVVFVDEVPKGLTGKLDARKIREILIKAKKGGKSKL
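Biochemical qHTS: compound (6-point titration) added to 10uM D-luciferin plus 10uM ATP in Tris acetate pH 7.5 buffer with Mg, Tween-20 and BSA, then purified enzyme at 10nM; light output imaged.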
GPT2 inh: inhibitors of human GPT2 alanine aminotransferase | Q8TD30 | Recombinant GPT2, coupled pyruvate oxidase/HRP Amplex Red fluorescence | Potency, µM (top dose mostly 57.7 µM), inactives show at the top dose activity change, negative = inhibition, actives largely listed as inhibitors | 0.25% of 100,000 active | AID 1671188; further: potency means the concentration at half of the fitted maximal effect; nearly all actives have a fitted effect of over 60% in size; many of its hits are not listed in these tables
Target sequence (Q8TD30 whole entry, looked up): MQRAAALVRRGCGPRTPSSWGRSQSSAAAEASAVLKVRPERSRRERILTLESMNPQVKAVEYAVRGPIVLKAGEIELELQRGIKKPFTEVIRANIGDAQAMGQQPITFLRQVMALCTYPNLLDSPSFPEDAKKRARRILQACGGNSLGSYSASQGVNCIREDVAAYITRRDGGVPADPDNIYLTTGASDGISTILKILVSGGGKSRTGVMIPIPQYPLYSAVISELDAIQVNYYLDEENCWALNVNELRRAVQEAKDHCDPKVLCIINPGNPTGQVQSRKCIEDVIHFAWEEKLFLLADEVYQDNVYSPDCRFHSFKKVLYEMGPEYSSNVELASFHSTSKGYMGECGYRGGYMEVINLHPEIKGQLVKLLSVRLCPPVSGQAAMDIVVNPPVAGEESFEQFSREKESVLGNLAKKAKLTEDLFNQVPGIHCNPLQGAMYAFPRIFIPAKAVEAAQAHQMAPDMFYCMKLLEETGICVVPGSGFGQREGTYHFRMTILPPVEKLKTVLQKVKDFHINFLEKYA
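Inhibition is scored from Amplex Red fluorescence generated when pyruvate oxidase and HRP act on pyruvate released by GPT2. Reactions contain 10ng/uL enzyme, 250uM a-KG and 2mM L-alanine and run 30 min at room temperature.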
* marks the source's active call; other numbers are inactive results; i = inactive; ? = inconclusive; nt = no result given; [ ] = remark or other dose. Unless noted, the call rests on the fitted dose curve; in most records, active means well fitted curve in the direction sought with a large enough effect; inconclusive means small, poorly fitted or top-dose-only effect, or another doubt; inactive means no such curve, though single readings can be large; an effect the other way counts as inactive or inconclusive. Unless noted, on the % scale 0 is the no-effect control and ±100 the full control effect. Only part of the results is shown, so the mix of outcomes need not match the whole.

Second line of a record – SNCA expr inhib, HEK293 viab, 3T3 cytotox, IP6K1 inhibitor, HEK293 tox, FLuc inh, GPT2 inh
> CC(=O)N(C1CC1)C1CCOC2(CCN(C(=O)c3ccsc3)CC2)C1 (stereo not given)
  ?, ?, -20%, -11, -15%, nt, ?
> Cc1ccc(CN2CCn3c(nnc3[C@@H]3C[C@@H](O)CN3Cc3cccnc3)C2)o1
  -23%, 1%[12.5 µM], -13%, 15, ?, 2%, i
> O=C(Nc1cccc(C(F)(F)F)c1)c1nc2c(o1)CCN(Cc1ccccc1F)CC2
  -6%[87.6 µM], -15%[87.6 µM], 50µM*, -2, 63µM*, -20%[172 µM], -24%[88.5 µM]
> O=C(c1cc2ccccc2[nH]1)N1CCN(C(=O)c2nnn3c2COC(c2ccc(Cl)cc2)C3)CC1 (stereo not given)
  -20%, -12%, -21%, -2, ?, -8%, i
> CO[C@H]1COCCN(C(=O)c2ccc(C(F)(F)F)cc2)C1
  -17%[87.6 µM], 3%[87.6 µM], 4%[138 µM], 2, -2%[172 µM], 7%[172 µM], -7%[88.5 µM]
> O=C(NCc1ccc(Cl)cc1)C1CCCN(c2nc3ccccc3n3cccc23)C1 (stereo not given)
  26%, -5%, nt, 5, nt, nt, nt
> Cc1nnsc1C(=O)N[C@H]1CCN(C(=O)COCC(=O)O)[C@H](C(=O)N[C@H](Cc2ccccc2)C(N)=O)C1
  6%, -11%, 1%, 11, -6%, 4%, -5%
> Cc1ncccc1OC1(C(=O)O)CCN(C(=O)c2cccc(F)c2)CC1
  1%, 2%, -16%, 9, -7%, -11%, ?
> Cc1nn(-c2ccccc2)c2c1C(C)N(C1CCCN(C(=O)Nc3ccc(Cl)cc3)C1)C2=O (stereo not given)
  nt, nt, ?, 9, ?, nt, nt
> Cc1csc2nc(COc3ccccc3NC(=O)c3ccc(C(C)(C)C)cc3)cc(=O)n12
  24%, 0%, nt, 1, nt, nt, nt
> CCOC(=O)C1=CN(CC(=O)Nc2cc(C)ccc2OC)S(=O)(=O)N=C1C
  -22%, 13%, -5%, 14, -4%, 9%, -4%
> CCC(C)NC(=O)CSc1nc2cc3c(cc2c(=O)n1CCCCCC(=O)NCc1ccc2c(c1)OCO2)OCO3 (stereo not given)
  -10%, 7%, nt, 22, nt, nt, nt
> NC(=O)c1nnn(Cc2cc(Cl)c(C(=O)c3ccc(Cl)cc3)c(Cl)c2)c1N
  22%, -3%, nt, nt, nt, nt, -1%
> O=C(NCC(c1cccnc1)N1CCc2ccccc21)c1ccc(F)c(F)c1 (stereo not given)
  ?, 0%, nt, 11, nt, nt, nt
> Cc1cccc(S(=O)(=O)N2CCC(Oc3ncccc3C(=O)N3CCOCC3)C2)c1 (stereo not given)
  -12%, 8%, 2%, -7, 0%, 6%, i
> N#Cc1ccc(C(=O)N2CC[C@H]3NC(=O)N(c4ccccc4)C(=O)[C@H]32)cc1
  -18%[87.6 µM], 2%[87.6 µM], -12%[174 µM], 3, 0%[172 µM], -2%[172 µM], i
> COc1ccccc1-c1[nH]ncc1CN1CCCC(C(=O)NCc2ccccc2)CCNC(=O)CC1 (stereo not given)
  -21%, -15%, i, -1, -1%, 9%, i
> COc1ccc(F)cc1-c1cccc(C(=O)NCC(=O)NCCc2ccccc2)c1
  nt, nt, -27%, 8, ?, nt, nt
> CNC(=O)c1cc(C)nc2onc(C3CCN([S+](=O)([O-])c4c(C)noc4C)CC3)c12
  nt, nt, -13%, 5, i, nt, nt
> COc1cc(C2CC(=O)c3cnc(N4CCN(CCO)CC4)nc3C2)cc(OC)c1OC (stereo not given)
  -14%, -27%, nt, -2, nt, nt, nt
> CCOc1ccccc1CNC(=O)CCCN1C(=O)c2cccnc2Oc2ccc(Cl)cc21
  1%, -19%, nt, -1, nt, nt, nt
> COc1ccc(CN2C(=O)[C@H](OC)[C@@H]2C2=CCN(C(=O)CC(C)C)CC2)cc1
  6%, 2%, -34%, 29, ?, nt, i
> CN1CCC(N2CC[C@H](c3nnc(-c4ccc(N(C)C)cc4)o3)C2)CC1
  83%[activator][87.6 µM], 2%[87.6 µM], i, 22, -4%[172 µM], -4%[172 µM], -6%[88.5 µM]
> CCOC(=O)c1cnn(-c2ccc(OC)cc2)c1C1CCN(C(=O)OC(C)(C)C)CC1
  ?, ?, nt, 14, nt, nt, nt
> Cc1oc(-c2ccccc2Cl)nc1CS(=O)CC(=O)NCc1ccccc1Cl (stereo not given)
  52%[activator], 9%, nt, 7, nt, nt, nt
> O=C(Nc1cccc(F)c1)C1CCCN(Cc2cccc(-c3ccc(F)cc3F)c2)C1 (stereo not given)
  11%, -11%, 45µM*, -6, 20µM*, nt, -2%
> O=C(Nc1cccc(-n2cccn2)c1)C1CCCN1C(=O)CCn1cccn1 (stereo not given)
  ?, -4%, -8%, 55, -6%, 16%, -19%
> CCOc1cc(CNCCSc2nnnn2-c2ccccc2)cc(Cl)c1OC
  6%, ?, nt, -1, nt, nt, nt
> CC(c1cccs1)N(C)C(=O)c1ccccc1 (stereo not given)
  18%[87.6 µM], 0%[87.6 µM], -7%[138 µM], -5, -7%[172 µM], 1%[172 µM], -2%[88.5 µM]
> Cc1ccsc1C(=O)N1C[C@@H]2CCCN3CCC[C@@H]([C@H]23)[C@H]1CCCC(=O)N1CCOCC1
  -10%, 5%, i, 14, 8%, 10%, 2%
> COc1ccc(Cl)cc1NC(=O)Cn1cnc2c1c(=O)n(C)c(=O)n2C
  ?, 4%, nt, 22, nt, nt, nt
> Cc1c(Cl)cccc1NC(=O)N(C)CC1CCOC1 (stereo not given)
  -18%, -8%, i, 15, 1%, -6%, i
> O=C(C1CCCC1)N1CC[C@](O)(c2ccccc2)[C@H](N2CCCC2)C1
  -6%, -16%, ?, 21, ?, 0%, i
> COc1ccccc1C(=O)Oc1c(Sc2ccccc2)c(C)nn1-c1ccccc1
  ?, -22%, nt, -14, nt, nt, nt
> FC(F)(F)c1cccc(C2=NOC3(CCCN(Cc4cccs4)C3)C2)c1 (stereo not given)
  -10%, -3%, 35µM*, 12, ?, 6%, -9%
> O=C(CN1CCN(c2ccc(Cl)cc2)CC1)Nc1ccc(F)cc1F
  -8%, 11%, nt, 9, nt, nt, nt
> O=C(c1ccccc1F)N1CCCC(C(=O)N2CCC(N3CCOC3=O)CC2)C1 (stereo not given)
  3%, 6%, -14%, -1, -3%, nt, -6%
> O=C(c1ccc(Cl)cc1)N1C[C@@H](CO)[C@H](c2nc(C3CC3)no2)C1
  -12%, -5%, -14%, -6, -17%, -15%, i
> COc1ccc(-c2noc([C@@H]3Cc4nc[nH]c4CN3C(=O)c3ccc(F)cc3)n2)cc1
  ?, -21%[87.6 µM], ?, -25, ?, ?, -2%[88.5 µM]
> O=C(C[C@@H]1CCNC[C@@H]1Cc1cc(-c2ccc(F)cc2)on1)N1CCC(Cc2ccccc2)CC1
  ?, 5%, 20µM*, 2, 32µM*, -8%, -3%
> Cc1nccn1CC(=O)N1CCC2(CC1)CNC(C(=O)O)C2 (stereo not given)
  -13%, -2%, -4%, 2, -10%, 0%, -4%
> COc1ccc(CNC(=O)CC2CCOCC2)cc1
  76%[activator], 10%[12.5 µM], i, 8, -1%, -12%, -23%
> CCN1c2cc(C(=O)Nc3ccc(C)c(Cl)c3)ccc2C(=O)N2CCCC21 (stereo not given)
  6%, -12%[12.5 µM], ?, 22, ?, -10%, 0%
> c1ccc(-c2nc(C3CC3)no2)c(OC2CN(Cc3ccncc3)C2)c1
  -7%, ?, -3%, 4, ?, -7%, -7%
> COc1cccc(C(=O)N2C(C(=O)NC3CC3)COC23CCN(C(=O)c2ccc(F)cc2)CC3)c1 (stereo not given)
  -22%, 4%, -14%, 5, -9%, -11%, i
> NC(=O)c1cc(S(=O)(=O)NCc2ccccc2)cs1
  2%, 4%, nt, -7, nt, nt, nt
> COC1CCC12CCN(C(=O)c1ccc(C)s1)CC2 (stereo not given)
  29%, 0%, -5%, -11, i, -11%, i
> CN(C)c1cccc(C(=O)N2CCn3nc(Cc4ccccc4)cc3C2)c1
  -18%, -11%, ?, -9, ?, 12%, 5%
> Nc1ncn([C@@H]2O[C@H](CO)[C@@H](O)[C@H]2O)c(=O)n1
  ?, -28%, nt, 6, nt, nt, i
> CC(C)C[C@@H]1N[C@H](C(=O)NC2CCC2)Cc2cn(Cc3ccncc3)c3cccc1c23
  ?, -24%[87.6 µM], 79µM*, -2, ?, -4%[172 µM], -14%[88.5 µM]
> Cn1ncc2c(C(=O)Nc3cccc(Cl)c3)cc(-c3ccccc3F)nc21
  nt, nt, -29%, -2, ?, nt, nt
> CS(=O)(=O)c1ccc2c(c1)nc1n2[C@@H](CNC2CCCCC2)COC1
  1%[87.6 µM], -3%[87.6 µM], -3%[138 µM], -1, -7%[172 µM], -4%[172 µM], i
> Cc1ccc(C(=O)NC2CCN(C(=O)N3CC4CC(C3)[C@H]3CCCC(=O)N3C4)CC2)s1 (stereo not given in full)
  5%, 12%, 0%, 7, -3%, 0%, i
> COC(=O)CNC(=O)c1nc2sccn2c1Br
  16%[87.6 µM], 11%[87.6 µM], -6%[138 µM], -10, 4%[172 µM], -20%[172 µM], i
> Cc1cc(C)c(NC(=O)C(C)n2c(=O)c(C(F)(F)F)nc3ccccc32)c(C)c1 (stereo not given)
  -7%, 4%, nt, -12, nt, nt, nt
> CCOC(=O)CSc1nc2cc(OC)c(OC)cc2c2nc(-c3ccccc3)nn12
  7%, -1%, nt, -3, nt, nt, nt
> CCCc1cnc2c(c1SCC(=O)Nc1ccc(C)c(Cl)c1)c(=O)n(C)c(=O)n2C
  -3%, -15%, nt, -20, nt, nt, nt
> c1cc2cc(Nc3cnc4ccc(N5CCOCC5)nn34)ccc2[nH]1
  0%[87.6 µM], -1%[87.6 µM], ?, -16, -22%[172 µM], -26%[172 µM], -22%[88.5 µM]
> CC(C)COc1cc(=O)n2c(c1C(=O)NCC1CCCCC1)CCCCC2
  19%, -2%, ?, -13, -4%, 4%, i
> COc1ccc(CC2CCOC3(CCN(C(=O)c4cc5ccccc5[nH]4)CC3)C2)cc1 (stereo not given)
  -21%, -13%, ?, 15, 32µM*, -13%, i
> CN(C)S(=O)(=O)N1C[C@@H](Oc2cccnc2)C[C@H]1C(=O)N1CCOCC1
  -8%, -2%, 0%, 7, i, 0%, i
> Clc1cccc(-n2ncc3c(NCCc4ccccc4)ncnc32)c1
  183%[activator], -2%, nt, 14, nt, nt, nt
> CCCCn1c(=O)c2oc3ccccc3c2n(CC(=O)Nc2cccc(Cl)c2)c1=O
  -12%, 11%, nt, 15, nt, nt, nt

Entries of single compounds, quoted from the list:
Nc1ncn([C@@H]2O[C@H](CO)[C@@H](O)[C@H]2O)c(=O)n1 is listed as SNCA expr inhib: ?; HEK293 viab: -28%; 3T3 cytotox: nt; IP6K1 inhibitor: 6; HEK293 tox: nt; FLuc inh: nt; GPT2 inh: i
COc1ccc(Cl)cc1NC(=O)Cn1cnc2c1c(=O)n(C)c(=O)n2C is listed as SNCA expr inhib: ?; HEK293 viab: 4%; 3T3 cytotox: nt; IP6K1 inhibitor: 22; HEK293 tox: nt; FLuc inh: nt; GPT2 inh: nt
